RORa activator: activates the human nuclear receptor RORA; P35398; activation, % at 10 µM; 65,000 compounds, 1.5% hits; CHO-K1 Gal4-RORA LBD luciferase reporter, luminescence; percent increase over mock-subtracted basal signal; AID 560;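 active means activation above the mean of all tested compounds plus 3 SD, cut at about 49% in these data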;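 further: 0% = DMSO-treated RORA cells and 100% = added signal equal to DMSO minus mock-transfected cells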
JNK3 blocker: blocks human JNK3 kinase activity; P53779; purified JNK3 kinase activity, HTS; inhibition, % at 8 µM; 60,000 compounds, 0.61% hits; AID 746; in the data active means inhibition above about 17%;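 further: 0% = DMSO and 100% = reference inhibitor; many of its hits are not listed in these tables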
ROCK2 blocker: blocks human Rho kinase 2 activity; O75116; purified ROCK2, Kinase-Glo ATP depletion luminescence; inhibition, % at 6 µM; 60,000 compounds, 0.35% hits; AID 604;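 active means inhibition above the screen-wide mean inhibition plus 3 SD, cut at about 18% in these data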;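 further: plate controls were DMSO wells for no effect and Y-27632 control wells after no-enzyme background subtraction for full effect; many of its hits are not listed in these tables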
Target sequence (O75116 whole entry, looked up): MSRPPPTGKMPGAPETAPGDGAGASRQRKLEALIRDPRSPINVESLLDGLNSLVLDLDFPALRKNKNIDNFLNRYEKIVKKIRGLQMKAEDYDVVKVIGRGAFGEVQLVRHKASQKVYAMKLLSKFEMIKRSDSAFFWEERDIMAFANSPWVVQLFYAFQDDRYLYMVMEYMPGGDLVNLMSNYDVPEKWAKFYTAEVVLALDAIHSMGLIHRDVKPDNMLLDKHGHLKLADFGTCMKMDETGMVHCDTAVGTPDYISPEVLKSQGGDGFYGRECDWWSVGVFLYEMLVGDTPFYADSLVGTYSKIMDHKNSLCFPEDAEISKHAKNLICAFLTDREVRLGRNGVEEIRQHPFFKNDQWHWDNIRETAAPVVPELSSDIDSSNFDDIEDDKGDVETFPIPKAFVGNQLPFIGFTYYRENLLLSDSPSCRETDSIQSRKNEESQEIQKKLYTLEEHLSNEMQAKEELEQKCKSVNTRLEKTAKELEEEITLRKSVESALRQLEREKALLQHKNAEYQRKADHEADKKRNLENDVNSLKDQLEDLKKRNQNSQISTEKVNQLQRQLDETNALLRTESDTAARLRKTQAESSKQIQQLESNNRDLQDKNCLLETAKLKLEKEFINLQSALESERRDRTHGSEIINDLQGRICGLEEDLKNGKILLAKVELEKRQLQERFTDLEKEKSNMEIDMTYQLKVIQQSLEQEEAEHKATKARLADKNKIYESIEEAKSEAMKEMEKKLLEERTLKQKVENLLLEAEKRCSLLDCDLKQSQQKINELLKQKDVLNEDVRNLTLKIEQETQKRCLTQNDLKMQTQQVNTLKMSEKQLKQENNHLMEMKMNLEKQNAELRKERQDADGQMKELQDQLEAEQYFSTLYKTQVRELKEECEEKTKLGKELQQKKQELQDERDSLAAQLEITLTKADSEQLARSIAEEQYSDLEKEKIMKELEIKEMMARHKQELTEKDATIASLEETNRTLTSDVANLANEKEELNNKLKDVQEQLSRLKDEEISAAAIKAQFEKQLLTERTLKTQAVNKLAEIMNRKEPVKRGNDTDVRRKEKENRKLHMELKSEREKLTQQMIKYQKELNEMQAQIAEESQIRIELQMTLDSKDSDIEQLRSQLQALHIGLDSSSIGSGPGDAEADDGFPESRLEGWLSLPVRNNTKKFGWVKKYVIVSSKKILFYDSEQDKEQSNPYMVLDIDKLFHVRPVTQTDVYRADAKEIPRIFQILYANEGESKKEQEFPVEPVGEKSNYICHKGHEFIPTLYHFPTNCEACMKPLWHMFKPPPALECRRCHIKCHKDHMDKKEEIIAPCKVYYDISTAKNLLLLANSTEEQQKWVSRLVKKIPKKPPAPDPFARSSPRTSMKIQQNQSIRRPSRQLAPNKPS
CatB inh: inhibitors of human cathepsin B; P07858; purified cathepsin B, fluorogenic substrate, fluorescence; inhibition, %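 (tested at 10 µM)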; 63,000 compounds, 0.1% hits; AID 453; in the data active means inhibition above about 21%;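 further: 0% = enzyme with no compound and 100% = no enzyme blank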
CatB mixtures: inhibitors of human cathepsin B in compound mixtures; Purified cathepsin B, AMC dipeptide fluorescence; 62,000 compounds, 0.06% hits; inhibition, %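 (ten-compound pools at 5 µM per compound and 50 µM total)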; P07858; in the data active means inhibition above about 22%, passing the limit was not always enough;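 further: 0% = enzyme without compound and 100% = no enzyme blank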
PKA inh: blocks human protein kinase A activity | P17612 | PKA Kemptide phosphorylation, Kinase-Glo ATP luminescence | inhibition, % at 6 µM | 65,000 compounds, 0.1% hits | AID 524;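 active means inhibition above the screen-wide mean inhibition plus 3 SD, cut at about 21% in these data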; further: many of its hits are not listed in these tables
E coli RNAP: inhibitors of Escherichia coli RNA polymerase. inhibition, %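 (tested at 10 µM)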. E. coli RNA polymerase, fluorescence transcription assay. AID 559. 62,000 compounds, 0.2% hits; in the data active means inhibition above about 20%;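 further: 0% = enzyme without compound and 100% = no enzyme blank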
CatS inh: blocks human cathepsin S protease activity; P25774; 62,000 compounds, 0.06% hits; inhibition, %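 (tested at 5 µM per compound within 10-compound mixtures)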; recombinant cathepsin S, AMC dipeptide fluorescence, pooled mixtures; in the data active means inhibition above about 32%, passing the limit was not always enough;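 further: 0% = enzyme without compound and 100% = blank without enzyme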
AP complement: orthogonal test for alternative complement pathway inhibitors | Human serum alternative complement pathway, LPS-coated ELISA, C3 deposition; tested in compound mixtures | inhibition, % at 5 µM | 62,000 compounds, 0.08% hits | AID 1235;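 active means inhibition above 30% in each of the two pooled mixtures holding the compound, so the lower value exceeds 30%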;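 further: 0% = serum in Mg-EGTA without compound and 100% = EDTA serum blank; some compounds past the cut are filed as inactive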
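Test system: human serum complement alternative pathway, C3 deposition onto LPS / Medium: Mg2+-EGTA GVB++ buffer containing human serum at 1:15 dilution / Probe or stimulus: Plate-bound LPS / Times: 1 h at 37 °C / Signal: ELISA with HRP anti-human C3 antibody, TMB substrate, absorbance 450 nm / Measure: percent inhibition / Repeats: two pool placements per compound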
* hit, by the source's call; nt = no result given.

Screens in order: RORa activator, JNK3 blocker, ROCK2 blocker, CatB inh, CatB mixtures, PKA inh, E coli RNAP, CatS inh, AP complement
1) Cn1c(SCC(=O)C(C)(C)C)nnc1-c1cccnc1
    -20, 0, 6, 2, 1, 13, 10, 17, -2
2) O=c1oc2ccccc2cc1-c1cn2cccnc2n1
    55*, -2, -12, 4, 4, 1, -2, 8, -7
3) COc1ccc(C(c2nnnn2Cc2ccc(F)cc2)N2CCN(c3ccccc3)CC2)cc1 (stereo not given)
    2, -2, 7, 6, 5, 8, 10, 2, -3
4) O=C(NCCc1csc(-c2ccccc2)n1)c1cccs1
    -8, -1, 2, 1, -2, 4, -1, -6, 10
5) COc1ccc(CCNC(=O)C2CCCN2C(=O)Nc2cccc(C(C)=O)c2)cc1OC (stereo not given)
    -9, nt, nt, 4, 3, 2, 11, 10, 4
6) N#CC1=C(N)OC2=C(C(=O)CCC2)C1c1ccc(OC(=O)N2CCOCC2)cc1 (stereo not given)
    -24, -3, -4, -1, 0, -7, 1, -8, 12
7) C=CCn1c(=NC(=O)C2CC2)sc2cc(NC(C)=O)ccc21
    18, -3, 2, 2, 3, 6, 10, 0, 21
8) Cc1cccc(OCc2nc(C#N)c(N3CC(C)CC(C)C3)o2)c1 (stereo not given)
    -13, 2, -2, -1, 3, 2, -2, -2, 19
9) Cn1cnnc1SCc1ccc(-c2ccc(Br)cc2)o1
    -22, -3, 1, 4, 3, 2, 5, 3, 5
10) CCOc1ccccc1N=C1NC(=O)CS1
    -2, -1, 8, nt, nt, 9, nt, nt, nt
11) Clc1cccc(Nc2c3c(nc4ncnn24)CCC3)c1
    -18, 4, 6, -4, 1, 8, -4, 3, 13
12) O=C(CCn1c(=O)sc2ccccc21)NCc1ccccc1
    -1, -2, 5, -4, 0, -5, -1, -4, 16
13) CCC(=O)N(Cc1cccs1)C1CCOC(C)(C)C1 (stereo not given)
    -6, 7, -1, 5, nt, -3, 3, nt, nt
14) CSc1nc(C)c(Cl)c(C)c1C#N
    8, -4, 4, 1, 1, 10, 2, -6, 9
15) OC(COc1ccc(OCC(O)CN2CCCCCC2)cc1)CN1CCCCCC1 (stereo not given)
    -3, -1, 7, 1, 2, 7, 2, -1, 10
16) CCCCSc1nc(N)c(NC(=O)c2ccco2)c(=O)[nH]1
    5, 3, 3, 2, 2, 5, 7, 16, 24
17) Nn1c(SCC(=O)NC2CCCCC2)nnc1C1CC1
    20, 0, 5, 2, 3, 7, 4, -2, 12
18) COc1cccc(N=Cc2ccc(O)cc2O)c1
    -3, 2, 3, 2, -1, 0, 5, 9, -4
19) Cc1ccc(OCC(O)CN2CCN(CC(O)COc3ccc(C)cc3Cl)CC2)c(Cl)c1 (stereo not given)
    -4, -3, -4, 3, 6, -8, 9, 11, 5
20) O=c1nc(N2CCCC2)nc(Nc2ccccc2)[nH]1
    7, 6, 2, 5, 2, 5, 8, 12, -5
21) COc1ccc(C)cc1NC(=O)c1nnn(CCc2ccccc2)c1N
    22, 8, 6, 2, 2, 8, 3, 4, 17
22) CCOCCCn1c(=N)c(C(=O)NCc2ccc3c(c2)OCO3)cc2c(=O)n3ccccc3nc21
    -4, -1, 7, 3, 2, 14, 7, 2, -2
23) CC(C)=CCc1c(C)nc2ccccc2c1C(=O)O
    -4, -6, 4, 7, 1, 4, 3, 9, -2
24) CCCCC(=O)Nc1ccc(C(=O)N2CCN(c3ccccc3OC)CC2)cc1
    7, -3, 5, 1, 7, 7, 8, -1, 16
25) O=C(Nc1ccccc1C(F)(F)F)c1cc(S(=O)(=O)N2CCOCC2)ccc1F
    2, nt, nt, -2, 4, 9, -2, -17, 16
26) Cc1cccc(NC(=O)c2cc(NC(=O)C3CCCCC3C(=O)O)ccc2Cl)n1 (stereo not given)
    35, 7, 9, 3, -3, 10, 4, 5, 17
27) N#Cc1ccccc1Cn1c(-c2cscn2)nc2ccccc21
    6, 0, 0, -2, -4, -1, -4, 0, 4
28) O=C(NCc1ccccn1)c1cccs1
    -12, -5, 1, 0, -7, 9, 6, 0, 6
29) O=C(c1cccs1)N1CCN(C(=O)C2CCCO2)CC1 (stereo not given)
    -6, -1, 9, 2, 0, 7, 6, 3, 8
30) Cc1cc2cc(CNS(=O)(=O)N(C)C)ccc2[nH]1
    17, -9, 3, -2, 2, 2, 6, -2, 10
31) Cc1oc(-c2ccc(Cl)cc2)nc1CN1CCC(C(=O)NCCCN2CCOCC2)CC1
    11, -2, 4, -3, 1, 8, 5, 5, 5
32) CCn1nnc(NC(=O)c2cccnc2)n1
    4, 4, -3, 1, 1, 4, 4, 8, -20
33) Cc1cc2nc(SCC(=O)O)nc(C)c2cc1C
    6, 1, -2, 5, 2, 1, 8, 2, 0
34) CCCCNc1cc(C)nc(NCc2ccccc2)n1
    -57, 4, 6, -3, -6, -11, -2, 3, 14
35) Cn1c2c(c(=O)n(C)c1=O)CN(CCCN1CCOCC1)CN2
    -24, 0, -6, -2, 3, -2, 2, -9, 15
36) O=C(Cc1cccs1)Nc1ccc(S(=O)(=O)Nc2ncccn2)cc1
    4, 2, 7, 3, 3, -4, 10, 0, 9
37) CCOC(=O)Cn1c2ccc(OC)cc2c2nc3ccccc3nc21
    10, -2, 1, 2, 0, 6, 8, 3, 7
38) O=C(C1CCCN(S(=O)(=O)c2cnc[nH]2)C1)N1CCN(Cc2ccccc2)CC1 (stereo not given)
    -2, 2, 5, 0, 3, -2, 0, -12, 21
39) Nc1nc(C(=O)N2CCOCC2)nn1S(=O)(=O)c1ccccc1
    8, nt, nt, -4, -2, 7, -6, -6, 4
40) CCN(CC)c1ccc(NC(=O)CSc2nc(C)cc(=O)[nH]2)cc1
    16, -11, -4, 3, 2, 4, 2, 1, 17
41) O=C(Cn1cnc2c(nnn2-c2ccc(F)cc2)c1=O)N1CCCC1
    1, 2, 4, -1, 1, 9, 3, -1, 6
42) CC(C)(C)c1ccc(-c2nnc3sc(-c4ccncc4)nn23)cc1
    -12, -1, 7, nt, nt, 11, nt, nt, nt
43) COc1cc(C2c3c(oc4ccccc4c3=O)C(=O)N2Cc2cccnc2)cc(OC)c1OC (stereo not given)
    2, 6, -1, -3, 1, -2, 4, -17, 22
44) COc1cc(/C=C/C2=NC(=O)C(C)(C)O2)ccc1O
    -15, nt, nt, 5, -2, -4, 1, -12, 11
45) CC(NC(=O)Nc1ccc(O)cc1)(C(F)(F)F)C(F)(F)F
    -18, 3, 18, -1, nt, 6, nt, nt, nt
46) CSCCC(=O)Nc1ccc(C(C)=O)cc1
    40, 1, 3, 2, 2, 11, 12, 2, 6
47) O=C(OCC(=O)c1c[nH]c2ccccc12)C1=COCCO1
    55*, 4, 6, 3, 9, 13, 14, 17, 1
48) Cc1nnc(SCC(=O)Nc2c(Cl)cccc2Cl)[nH]c1=O
    -4, -3, 3, 4, 3, 6, 6, 0, 5
49) Cc1ccc(-c2cc(C(=O)N3CCOCC3)c3ccccc3n2)cc1
    13, -3, 0, -2, 4, -4, 11, 3, 5
50) Cc1noc(C)c1CSCC(=O)OCC(=O)Nc1sccc1C#N
    -10, 5, 4, 3, -4, 14, nt, -1, 2

Additional records follow.
Screens in order: RORa activator, JNK3 blocker, ROCK2 blocker, CatB inh, CatB mixtures, PKA inh, E coli RNAP, CatS inh, AP complement
51) COc1ccc(N2C(=O)C(Cl)=C(N(CCO)Cc3ccccc3)C2=O)cc1
    4, -2, 0, nt, nt, 5, nt, nt, nt
52) O=C(c1ccco1)N1CCN(C(=O)C2c3ccccc3Oc3ccccc32)CC1
    3, -1, -4, 1, 4, 4, -3, 8, -12
53) O=c1c2c(nc3n1CCCCC3)-c1ccccc1CC21CCCC1
    -11, 4, 3, 2, 1, 11, 11, 8, -6
54) COC(=O)Cn1c(=NC(=O)C2CC2)sc2c(C)cc(C)cc21
    10, 5, 7, 4, 3, 7, 4, 5, 16
55) O=C(Nc1ccc2c(c1)OCCO2)c1c(F)c(F)c(F)c(F)c1F
    -12, 3, -2, 1, 6, 2, 2, -6, 14
56) COc1cc(C(=O)NCC(c2cccnc2)N2CCN(C)CC2)cc(OC)c1OC (stereo not given)
    -5, 3, 3, 2, -1, 3, 7, 9, 4
57) COc1ccc(N2CC(C)Cn3c2nc2c3c(=O)n(Cc3ccccc3F)c(=O)n2C)c(OC)c1 (stereo not given)
    18, -3, 0, 2, -1, 5, -8, 1, -10
58) OCCNc1nc(Nc2ccccc2)nc(Nc2ccccc2)n1
    15, -5, 0, nt, 0, -7, 3, -3, 8
59) Cc1ccc(N2C(=O)CC(N(O)C3CC(=O)N(c4ccc(C)cc4)C3=O)C2=O)cc1 (stereo not given)
    -18, 1, -1, 0, nt, -4, 10, nt, nt
60) CC(=O)Nc1ccc(NC(=O)Cn2c(CC(=O)N3CCCC3)nc3ccccc32)cc1
    -10, 4, -3, 5, 2, -5, 9, -4, 13
61) Cc1ccc(-c2nnc(-c3ccccc3)o2)cc1Br
    8, -1, -1, 0, nt, -6, -1, nt, nt
62) CCCc1cc(=O)[nH]c(NCc2ccc(Cl)cc2)n1
    -13, 4, -4, 6, 1, 0, 1, 10, 5
63) CCCn1nnnc1SCC(=O)NCc1ccccc1
    -17, 4, 8, nt, 5, 3, nt, 4, 11
64) CCOC(=O)C1CCN(C(=O)C2CCN(S(=O)(=O)N3CCCC3)CC2)CC1
    -15, -10, 1, 6, 5, -2, 4, 16, 0
65) CSc1nc2[nH]c3c(c2c2nncn12)CC(C)(C)OC3
    0, 3, 4, 1, nt, 4, 2, nt, nt
66) Cc1ccc(CCN2CC(C(=O)NCCCN(C)Cc3ccccc3)CC2=O)cc1 (stereo not given)
    -15, 2, 5, 5, 2, 3, 5, 1, 3
67) Cc1cn(C(=O)c2cccc(Br)c2)c(C)n1
    -17, -3, 6, 4, 0, 7, 8, 6, -4
68) Cc1ccc(Cn2nnc3c(=O)n(CC(=O)NCc4ccco4)cnc32)cc1
    14, 1, -1, nt, nt, 5, nt, nt, nt
69) CCC(C(=O)OC)n1cnc2c(nnn2-c2ccc(OC)cc2)c1=O (stereo not given)
    14, 0, 7, -4, 2, 3, 3, -5, 8
70) O=C(Nc1ccc2c(c1)OCCO2)C1CCN(S(=O)(=O)c2cccc3nsnc23)CC1
    -1, 9, 1, -1, -5, 0, -3, 4, -3
71) Cc1ccc(C(=O)N2CCN(c3ccc(Cl)cc3)CC2)cc1
    -6, -8, 5, 5, 6, 10, 6, 11, 3

Screening data deposited in PubChem BioAssay by several laboratories.

Only part of the results is shown. The share of hits here may be higher or lower than overall.
